All columns: NCI-60 one-dose screen, growth in % after 48 h at 10 µM unless noted; 100 = growth as untreated, 0 = no growth, -100 = all killed.
SNB-75: SNB-75 CNS cancer; actives 5% (n = 79,000)
U251: U251 CNS tumor cells. actives 5.4% (n = 80,000)
HCC-2998: HCC-2998 colon cancer; actives 4.7% (n = 79,000)
PC-3: PC-3 prostate cancer cells; actives 3.9% (n = 80,000)
DU-145: DU-145 prostate cancer; actives 4.2% (n = 81,000)
SF-268: SF-268 CNS cancer cells | actives 3.1% (n = 82,000) | AID 1794759
SF-295: SF-295 CNS cancer cells; actives 5.6% (n = 79,000); AID 1794758
SNB-19: SNB-19 CNS cancer cells; actives 2.5% (n = 81,000)
SF-539: SF-539 CNS cancer; actives 6.8% (n = 81,000); AID 1794752
Numbers without * were called inactive; · = no result given; & = joins results of further samples; [ ] = remark or other dose. The calls were made as follows: active = growth percent below 10; inactive = the rest.

SMILES	SNB-75	U251	HCC-2998	PC-3	DU-145	SF-268	SF-295	SNB-19	SF-539
Cc1cc2nc3ccc(N(C)C)cc3nc2cc1N	97	82	·	94	88	84	88	87	89
Cc1ccc2nc(C)c(-c3nnc(SCCC(C)C)o3)n2c1	102	89	87	98	111	113	95	100	93
Cc1cccc(OCC(O)CN2CCN(c3ccccc3Cl)CC2)c1 (configuration not stated)	93	98	101	79	109	98	110	97	110
O=S(=O)(c1ccccc1)N1CCNc2ccccc21	102	106	85	·	119	106	111	113	106
Cc1nc2cc(Nc3nc(Cl)nc(Nc4ccc(F)cc4)n3)ccc2n1Cc1ccccc1	90	·	94	79	64	91	96	92	70
NS(=O)(=O)Oc1ccc(-c2ccc3sccc3c2)cc1	97	89	99	97	104	102	97	101	99
CC(C)=C1OC(=O)C1(C)C	86	98	117	98	116	100	117	114	92
CCOC(=O)c1cc(-c2ccccc2)nc2ccc(Cl)cc12	97	92	89	·	97	100	104	106	107
O=C1/C(=C/c2ccccc2)SC(=S)N1N1CCOCC1	97	100	101	95	106	100	108	96	100
CCOC(=O)c1nnn(Cc2cc(=O)oc3ccc(O)cc23)c1C	93	105	97	95	115	108	98	96	102
Cc1cc(O)c(C(C)C)cc1N=Cc1cc(Cl)ccc1O	94	100	104	92	116	99	110	94	114
Cc1c(C(=O)C2C(=O)N(C)N=C2C(F)(F)F)nnn1-c1ccccc1 (configuration not stated)	91	92	101	93	107	100	99	97	97
Cc1nc2ccc(C(=O)NCc3cc(C(=O)O)c(C)o3)cc2nc1C	79	97	98	90	105	91	102	101	96
CCOC(=O)c1c(CN2CCN(C)CC2)nc2ccc(Cl)cc2c1-c1ccccc1	59	64	-0.1*	·	86	78	29	87	62
N#Cc1ccc(NC(=O)c2ccc3cccnc3c2O)cc1	44	15	45	46	29	22	38	24	17
COc1ccc2nc(-c3ccc(Cl)cc3)cc(-c3nnc(SC/C(=N\O)c4ccccc4)n3-c3ccccc3)c2c1	102	86	115	54	84	83	102	104	103
COC(=O)C1CC(=O)N(C(=O)Nc2ccc(Cl)cc2Cl)C1 (configuration not stated)	99	97	107	95	114	101	97	102	100
OC(C(F)(F)F)C(F)(F)Cl (configuration not stated)	93	97	111	95	116	107	96	105	95
CC(=Nc1ccc(Cl)cc1N)c1c(O)cc(C)oc1=O	76	·	101	97	112	116	101	100	94
Cc1ccc(NC(=O)c2ccc(N3CCN(CCO)CC3)cc2)cc1NC(=O)c1coc2nc(N)nc(N)c12	91	106	99	110	107	96	99	109	100
COc1ccc(/C=N/N2C(=O)SC3(C2=O)C(c2ccc(OC)cc2)CN(C)C32C(=O)Nc3ccccc32)cc1 (configuration not stated)	71	93	112	50	108	102	97	95	100
Cc1cc2c(-c3nc4ccc(Cl)cn4c3N)c(O)c(O)cc2c(O)c1-c1c(C)cc2c(-c3nc4ccc(Cl)cn4c3N)c(O)c(O)cc2c1O	61	43	79	42	59	57	61	62	59
O=C1CCC(NNC(=O)c2ccc(Cl)cc2)N1 (configuration not stated)	114	99	102	102	107	101	109	107	104
COc1ccc(-c2nc(SCCCCC(=O)NO)[nH]c(=O)c2C#N)cc1OC	115	105	111	100	108	106	109	98	100
CC(=O)c1c(C)[nH]c(-c2nc3ccc(N4CCN(C)CC4)cc3[nH]2)c1-c1ccc2c(c1)OCCO2	2.0*	57	45	46	74	69	44	51	42

The list continues:
SMILES	SNB-75	U251	HCC-2998	PC-3	DU-145	SF-268	SF-295	SNB-19	SF-539
CCc1sc(N)nc1-c1ccccc1	87	96	·	93	122	119	121	102	97
CC[C@H](Nc1nc(N)nc(C)c1C#N)c1nc2cccc(N3CCC(CC(=O)NO)CC3)c2c(=O)n1-c1ccccc1	59	95	92	80	105	78	89	93	86
Cc1ccc(=O)[nH]n1	103&108	92&100	107&98	92&96	116&101	103&99	101&113	94	109&110
C=CCN1C(=O)/C(=C\C(=O)c2cc3ccccc3oc2=O)c2ccccc21	87	107	128	92	94	97	100	97	96
N#Cc1nc2c(S(=O)(=O)c3ccc(Cl)cc3)c(N)n(Nc3cccc(Cl)c3)c2nc1C#N	56	40	82	-57*	16	54	49	65	39
COC(=O)CCc1n(Cc2ccc3ccccc3c2)c2ccccc2[n+]1Cc1ccc2ccccc2c1	-8.1*	8.5*	-2.5*	6.6*	28	12	13	16	16
COc1ccc2c(c1OC)C(=O)OC2C1c2c(c(COC(=O)C(NC(=O)OC(C)(C)C)C(C)C)c3c(c2OC)OCO3)CCN1C (configuration not stated)	103	100	106	83	102	100	104	101	99
N#Cc1c(-c2ccc(Cl)cc2)nc2c(c(-c3ccccc3)nn2-c2ccccc2)c1-c1ccc(N2CCOCC2)cc1	110	106	109	101	102	102	95	100	97
CC(=O)OC1=C(Cl)CCc2ccccc21	76	101	106	83	110	113	100	99	93
Cc1cc(CCNC=O)c(C)c2c1sc1ccccc12	82	92	104	85	112	93	95	85	87
Nc1nonc1-c1nc2ccccc2n1Cc1ccccn1	44	89	106	87	114	102	·	95	87
O=[N+]([O-])c1cccc(Br)c1	98	102	101	91	117	114	117	113	106
COc1cccc(/C=C/C(=O)c2ccccc2)c1	91	86	·	100	99	102	94	100	102
O=C1NC(=S)NC(=O)C1=Cc1cn(Cc2cn(Cc3ccc(Cl)cc3Cl)nn2)c2ccccc12	83	102	108	103	105	95	103	98	95
CC(=O)OCC1O[C@@H](OC(C)=O)[C@@H](NC(=O)NS(=O)(=O)c2ccc([N+](=O)[O-])cc2)C(OC(C)=O)[C@@H]1OC(C)=O (some centres not stated)	92	106	115	107	112	102	99	102	99
COc1ccc(C(=O)N/N=C/c2cc(OC)ccc2OC)cc1	95	110	103	98	117	103	94	106	100
O=S(=O)(c1ccccc1)c1cc2c(nc1OCc1ccccc1)-c1cnn(-c3ccc(Cl)cc3)c1CC2	91	94	111	85	105	100	98	97	102
Cc1c(C)c([N+](=O)[O-])c(C(C)(C)C)c([N+](=O)[O-])c1C	99	104	104	89	100	100	94	111	94
O=C(Nc1ccc(Cl)c(C(F)(F)F)c1)c1ccc(Nc2ccc(Cl)nn2)cc1	84	51	67	50	77	81	·	77	68
O=C(CN1CCN(Cc2c[nH]c3ccccc23)C(=O)c2ccccc2C1=O)NC12CC3CC(CC(C3)C1)C2	76	85	103	56	98	93	86	90	96
COc1cc(C(=O)OC(C)CN2CCOCC2)cc(OC)c1OC (configuration not stated)	97	112	67	97	130	121	97	99	104
CCOC(=O)c1sc(-c2ccc(OS(=O)(=O)c3ccc(Cl)cc3)c(C=O)c2)nc1C	94	51	95	51	92	80	86	61	87
COc1ccc2cc(C(C)C(=O)Nc3ccc(C(=O)Nc4ccc(S(=O)(=O)N=C(N)N)cc4)cc3)ccc2c1 (configuration not stated)	100	102	111	111	118	101	96	96	106
COc1ccc(N(c2nc(-c3ccc([N+](=O)[O-])cc3)cs2)C(C)C)cc1	103	90	101	84	86	83	90	90	89
O=c1[nH]c2ccc(Br)cc2c(=O)o1	85	106	112	92	117	105	96	109	101

Quoted from the listing:
`CC[C@H](Nc1nc(N)nc(C)c1C#N)c1nc2cccc(N3CCC(CC(=O)NO)CC3)c2c(=O)n1-c1ccccc1` @ U251: 95
`O=[N+]([O-])c1cccc(Br)c1` @ SNB-19: 113
`N#Cc1c(-c2ccc(Cl)cc2)nc2c(c(-c3ccccc3)nn2-c2ccccc2)c1-c1ccc(N2CCOCC2)cc1` @ SF-539: 97
`COc1ccc(N(c2nc(-c3ccc([N+](=O)[O-])cc3)cs2)C(C)C)cc1` @ SNB-19: 90
`COc1ccc(C(=O)N/N=C/c2cc(OC)ccc2OC)cc1` @ U251: 110
`C=CCN1C(=O)/C(=C\C(=O)c2cc3ccccc3oc2=O)c2ccccc21` @ PC-3: 92
`Cc1c(C)c([N+](=O)[O-])c(C(C)(C)C)c([N+](=O)[O-])c1C` @ SF-539: 94

The main list resumes, repeating the four entries before the break.
SMILES	SNB-75	U251	HCC-2998	PC-3	DU-145	SF-268	SF-295	SNB-19	SF-539
CCOC(=O)c1sc(-c2ccc(OS(=O)(=O)c3ccc(Cl)cc3)c(C=O)c2)nc1C	94	51	95	51	92	80	86	61	87
COc1ccc2cc(C(C)C(=O)Nc3ccc(C(=O)Nc4ccc(S(=O)(=O)N=C(N)N)cc4)cc3)ccc2c1 (configuration not stated)	100	102	111	111	118	101	96	96	106
COc1ccc(N(c2nc(-c3ccc([N+](=O)[O-])cc3)cs2)C(C)C)cc1	103	90	101	84	86	83	90	90	89
O=c1[nH]c2ccc(Br)cc2c(=O)o1	85	106	112	92	117	105	96	109	101
Cc1c(-c2csc3nncn23)no[n+]1[O-]	84	97	98	97	108	97	101	95	98
COc1nccc2cc3c(=O)n4c(cc5ccnc(OC)c54)c(=O)n3c12	103	101	101	95	113	101	·	108	108
O=C(CSc1nc2sc3c(c2c(=O)n1-c1ccc(Cl)cc1)CCCC3)NNC(=O)Nc1cccc(C(F)(F)F)c1	36	17	39	7.4*	18	41	6.4*	22	51
CCOc1ccc(C(=O)CCC(=O)O)c(C)c1	87	100	101	95	106	109	104	107	103
N#CCCCCCCCCCC#N	90	102	96	103	106	101	108	106	109
O=C(c1ccccc1)c1ccc(Sc2ccccc2)cc1	92	98	84	102	97	93	91	104	98
CC(C)C(=O)OCCCCCOC(=O)C(C)C	88	104	109	104	107	97	·	107	109
C[C@H](C(=O)O)c1ccc2c3cc(Cl)ccc3n(CC(=O)Nc3cccc(Cl)c3)c2c1	74	97	115	95	96	90	94	91	96
CCOC(=O)C(=O)C(=O)CC(=O)CC(C)C	110	·	104	103	116	109	201	103	113
COc1ccc(-n2c(-c3ccccc3)c(-c3ccccc3)c3c(SCC(=O)n4[nH]c(N)cc4=O)ncnc32)cc1	·	94	104	66	105	98	87	92	97
CCOC(=O)c1nn(C2CCCCO2)c2ccc(NC(=O)CN3CCOCC3)cc12 (configuration not stated)	81	98	109	107	107	98	101	99	98
O=C(CNC(=O)c1cccc2ccccc12)Nc1ccccc1Oc1ccc(O)cc1	20[5 µM]	21[5 µM]	56[5 µM]	31[5 µM]	20[5 µM]	52[5 µM]	6.5*[5 µM]	52[5 µM]	-11*[5 µM]
CC1OC(O[C@@H]2C(O)C(CO)OC(O[C@H]3COC(O[C@H]4CC[C@]5(C)[C@H]6CC[C@]78OC[C@@]9(CC[C@](C)(C=O)C[C@H]97)[C@H](O)C[C@@]8(C)[C@]6(C)CC[C@H]5C4(C)C)[C@@H](OC4OC(CO)[C@@H](O)[C@@H](O)[C@@H]4O)[C@@H]3O)[C@H]2OC2OC[C@@H](O)[C@@H](O)[C@@H]2O)[C@@H](O)[C@@H](O)[C@H]1O (some centres not stated)	-65*	-88*	·	-81*	42	-56*	-59*	-49*	1.8*
C[C@H]1[C@H](C)CC[C@]2(C(N)=O)CC[C@]3(C)C(=CC[C@@H]4[C@@]5(C)CCC(=O)C(C)(C)[C@@H]5CC[C@]43C)[C@H]12	91	87	103	76	108	93	101	100	104
O=S1(=O)c2ccccc2C(O)(c2ccccc2)c2ccccc21	93	104	103	104	114	104	·	101	112
Nc1n[nH]c2cccc(C#Cc3cccc(NC(=O)c4ccc(N5CCOCC5)c(C(F)(F)F)c4)c3)c12	-26*	17	6.8*	1.8*	26	23	-37*	26	-56*
CN(C)c1ccc2[nH]c3c(C(N)=O)cc(=O)c(=O)c=3oc2c1	53	35	98	59	72	80	79	74	7.1*
CS(=O)(=O)OCc1cc(=O)c(OS(C)(=O)=O)co1	89	83	103	78	95	98	107	89	100
CCc1c(C)c2cc3nc(-c4cc(OC)c(OC)c(OC)c4)oc3c(C)c2oc1=O	89	96	97	83	94	96	94	101	102

Entries of single compounds, quoted from the list:
CC(C)C(=O)OCCCCCOC(=O)C(C)C as listed: SNB-75 = 88; U251 = 104; HCC-2998 = 109; PC-3 = 104; DU-145 = 107; SF-268 = 97; SF-295 = ·; SNB-19 = 107; SF-539 = 109
COc1ccc(-n2c(-c3ccccc3)c(-c3ccccc3)c3c(SCC(=O)n4[nH]c(N)cc4=O)ncnc32)cc1 as listed: SNB-75 = ·; U251 = 94; HCC-2998 = 104; PC-3 = 66; DU-145 = 105; SF-268 = 98; SF-295 = 87; SNB-19 = 92; SF-539 = 97
